HePTP inhibitor = blocks human HePTP tyrosine phosphatase | inhibition, % at 20 µM | 110,000 tested, 0.64% active | P35236 | AID 521 | recombinant HePTP phosphatase activity, OD absorbance; in the data active = inhibition above about 50%;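 note: plate controls were vehicle for no effect and reference inhibitor for full effect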
Target sequence (P35236 whole entry, looked up): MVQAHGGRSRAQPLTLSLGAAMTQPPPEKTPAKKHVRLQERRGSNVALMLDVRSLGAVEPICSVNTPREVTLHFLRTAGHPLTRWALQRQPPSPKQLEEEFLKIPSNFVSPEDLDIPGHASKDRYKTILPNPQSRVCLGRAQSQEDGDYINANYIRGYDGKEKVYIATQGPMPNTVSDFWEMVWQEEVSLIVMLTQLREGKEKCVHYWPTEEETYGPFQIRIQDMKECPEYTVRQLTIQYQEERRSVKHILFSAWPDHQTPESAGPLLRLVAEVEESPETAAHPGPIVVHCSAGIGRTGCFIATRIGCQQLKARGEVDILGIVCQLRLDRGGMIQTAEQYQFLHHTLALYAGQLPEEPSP
BAP1 block = blocks human BAP1 ubiquitin-AMC hydrolysis. Q92560. recombinant BAP1, Ub-AMC hydrolysis fluorescence kinetic; stronger effect = lower value. activity remaining (% of control), % at 20 µM. 72,000 tested, 0.48% active;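 active = activity remaining at or below 50% of control, provided the compound also passes the data quality filters; inactive = the rest, including low values that fail the filters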;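 note: 100% = DMSO wells rate and 0% = substrate alone blank rate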
Target sequence (Q92560 whole entry, looked up): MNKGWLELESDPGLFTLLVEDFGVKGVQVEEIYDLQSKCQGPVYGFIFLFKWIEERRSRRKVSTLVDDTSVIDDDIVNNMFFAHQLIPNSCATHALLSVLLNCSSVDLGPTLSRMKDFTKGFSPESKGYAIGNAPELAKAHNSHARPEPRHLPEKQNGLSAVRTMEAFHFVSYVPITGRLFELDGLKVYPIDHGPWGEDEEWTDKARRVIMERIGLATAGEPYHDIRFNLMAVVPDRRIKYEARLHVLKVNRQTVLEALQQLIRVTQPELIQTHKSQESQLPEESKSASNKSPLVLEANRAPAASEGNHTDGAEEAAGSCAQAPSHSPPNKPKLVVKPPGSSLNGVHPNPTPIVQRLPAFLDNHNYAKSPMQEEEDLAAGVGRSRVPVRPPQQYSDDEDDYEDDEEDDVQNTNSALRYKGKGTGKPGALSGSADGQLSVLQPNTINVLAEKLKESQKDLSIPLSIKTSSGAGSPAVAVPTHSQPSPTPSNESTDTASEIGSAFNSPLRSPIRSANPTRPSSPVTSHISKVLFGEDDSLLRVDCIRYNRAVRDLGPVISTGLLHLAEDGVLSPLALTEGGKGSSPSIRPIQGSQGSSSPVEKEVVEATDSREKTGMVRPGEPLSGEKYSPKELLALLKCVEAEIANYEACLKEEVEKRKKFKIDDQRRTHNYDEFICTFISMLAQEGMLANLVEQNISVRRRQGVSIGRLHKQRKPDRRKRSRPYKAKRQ
Active calls of the source: *; . = no result given; & = joins results of further samples.

HePTP inhibitor,BAP1 block,molecule
-11,88,COc1ccccc1-n1c(CNC(=O)COc2ccccc2)n[nH]c1=S
8,113,O=C(OCn1nnc2ccccc2c1=O)C1=COCCO1
4,.,CCOc1ccc(S(=O)(=O)Nc2ccccc2C(=O)NCc2ccco2)cc1
7,83,COc1ccc(-c2nc(CSCC(=O)N3CCc4ccccc4C3)c(C)o2)cc1OC
8,104,CCCCN(C)C(=O)c1sc2ncn(CC)c(=O)c2c1C
-13,.,COc1ccc(/C=C2\SC(N3CCCC3)=NC2=O)cc1
-10,.,COc1cc(/C=N/NC(=O)CCc2cc(C(C)(C)C)c(O)c(C(C)(C)C)c2)cc(Br)c1O
-10,.,Cc1cccc(OCCCCN2CCCC2)c1
3,.,CCCCOC(=O)c1ccc(NC(=O)c2ccc(I)cc2)cc1
1,.,Cc1ccc2c(c1)C(c1ccccc1Br)CC(=O)N2 (stereo unspecified)
8,.,O=C(NCc1ccccn1)C12CC3CC(CC(C3)C1)C2
-1,.,O=C(OCCCCN1C(=O)c2ccccc2C1=O)c1n[nH]c2ccccc12
10,.,COc1ccc(C)cc1NC(=O)COc1ccc(Br)c(C)c1
10,.,C/C(Cn1nnc([N+](=O)[O-])n1)=N\NC(=O)c1cccc(Cl)c1
4,107,CCn1nc(NS(=O)(=O)c2ccccc2)c2cc3cccc(C)c3nc21
9,86&91,COc1ccc(CCN(C)CCCC(C#N)(c2cc(OC)c(OC)c(OC)c2)C(C)C)cc1OC (stereo unspecified)
-12,66,Cc1nc2c(-c3ccccc3)c(C)nn2c(C)c1CCC(=O)N1CCOCC1
2,128,Cc1nc2sc(C#N)c(N)c2c2c1CCCC2
8,100,O=C1c2oc3ccc(Br)cc3c(=O)c2C(c2cccc(F)c2)N1CCO (stereo unspecified)
9,.,Cc1ccc(N=C2NC(=O)/C(=C/c3ccc(F)cc3)S2)cc1Cl
4,78,CC(C)OCCCN1C(=O)c2[nH]nc(-c3ccccc3O)c2C1c1cccc(Cl)c1 (stereo unspecified)
-4,83,Cn1c2ccccc2c2nn(-c3ccccc3)c(=O)cc21
4,.,Cn1c(=O)c2c(ncn2CC(=O)Nc2ccc(OCc3ccccc3)cc2)n(C)c1=O
2,.,CCOc1ccc(C(=O)NC(C)C2COc3ccccc3O2)cc1 (stereo unspecified)
2,.,Cc1sc(NN=C2CCCC2)nc1-c1ccccc1
4,.,Cc1ccc(C2=NN(C(=O)OC(C)(C)C)C(O)(C(F)(F)F)C2)cc1 (stereo unspecified)
6,.,COc1ccc(CCNS(=O)(=O)c2ccc(Cl)cc2)cc1
-1,85,O=C(NCc1nnc(SCC(=O)N2CCCCCC2)o1)c1ccco1
6,97,COc1ccc(S(=O)(=O)Nc2ccccc2C(=O)OC2CCCN(C)C2)cc1OC (stereo unspecified)
1,117,CN1CCN(Cc2c(C#N)c3ccccc3n2C)CC1
16,.,COc1ccc(CNC(=O)c2cc3c(=O)n4ccccc4nc3n(Cc3cccnc3)c2=N)cc1
2,114,COc1ccc(Cl)cc1N1C(=O)[C@@H]2C(c3cccc(OC)c3OC)=NO[C@@H]2C1=O
4,159,CC[C@]1(O)CC2CN(CCc3c([nH]c4ccccc34)[C@@](C(=O)OC)(c3cc4c(cc3OC)N(C=O)[C@H]3[C@@](O)(C(=O)OC)[C@H](OC(C)=O)[C@]5(CC)C=CCN6CC[C@]43[C@@H]65)C2)C1 (stereo partly specified)
1,63,CC(C)(C)c1cc(NC(=O)C2CCCO2)no1 (stereo unspecified)
12,102,CS(=O)(=O)Nc1ccccc1C(=O)N1CCCC1
-4,.,CCOC(=O)c1ccc2c(c1)C1C=CCC1C(c1ccc(Cl)cc1Cl)N2 (stereo unspecified)
10,107,Cc1csc(NC(=O)C2CCCO2)n1 (stereo unspecified)
.,137,O=C1CSC(c2cccnc2)N1c1cccc(F)c1 (stereo unspecified)
4,.,O=C1N/C(=N/N=C/c2ccccc2O)SC1Cc1cc(Cl)ccc1Cl (stereo unspecified)
3,.,O=C(Nc1ccc(-c2nc3ccccc3s2)cc1)c1cccc(C(F)(F)F)c1
.,85,COCCN1C(=O)c2oc3cc(C)c(C)cc3c(=O)c2C1c1cccc(O)c1 (stereo unspecified)
103*,.,Cc1cc(C)c2nc3s/c(=C\c4ccc(-c5ccccc5C(=O)O)o4)c(=O)n3c2c1
1,.,O=C1c2ccccc2CCC1C1(O)C(=O)Nc2ccccc21 (stereo unspecified)
6,.,Cc1[nH]c(=O)c(C(=O)/C=C/c2cccs2)c2c1CCCC2
10,83,C=CCn1c(SCc2nc3ccccc3nc2C)nnc1-c1ccoc1C
7,91,Cc1ccc(S(=O)(=O)N(CC(O)CN2CCOCC2)c2cc(Cl)ccc2Cl)cc1 (stereo unspecified)
6,.,O=C(/C=C/c1ccco1)Nc1nc2ccc(Br)cc2s1
0,124,CCCCc1nc2n[nH]c(N)c2c2c1CCCC2
10,92,O=C1CC(c2cccc(Oc3ccccc3)c2)NC(=O)N1 (stereo unspecified)
1,93,Brc1ccc2oc3c(N4CCOCC4)ncnc3c2c1
11,.,CCn1c2ccccc2c2cc(NC(=O)C/C(C)=N/NC(=O)OCc3ccc(OC)cc3)ccc21
-1,.,Cc1cccc(-n2c(O)c(C=NCc3ccc(F)cc3)c(=O)[nH]c2=O)c1
6,90,CC(=O)N1CCc2cc(Br)cc(S(=O)(=O)N3CCCCCC3)c21
-4,.,COc1ccc(NC(=O)CSc2nnc(-c3ccc(C)cc3)n2N)cc1
7,.,COC(=O)c1nnn(Cc2ccccc2)c1N
5,99,COc1ccc(CCNC(=O)CSc2nc(-c3ccco3)cc(C(F)(F)F)n2)cc1

The results go on:
HePTP inhibitor,BAP1 block,molecule
-9,109,Cc1ccc(-c2nn3c(C)nnc3s2)cc1NC(=O)c1ccc(OC(C)C)cc1
-7,55,Cc1onc(-c2ccccc2Cl)c1C(=O)OCC(=O)Nc1ccc2c(c1)OCO2
6,95,CCOC(=O)C1CCc2nc3ccccc3c(=O)n21 (stereo unspecified)
3,112,CCOC(=O)c1cccc(NC(=O)c2cccs2)c1
-1,75,COc1ccc(OC)c(N=Cc2c(O)[nH]c3ccccc23)c1
-3,.,CCn1c(O)c(/C=C2\C=Nc3ccccc32)sc1=S
-14,106,CN1CCN(Cc2nc3c(c(=O)n(C)c(=O)n3C)n2CCCc2ccccc2)CC1
-4,99,COc1ccc(S(=O)(=O)N2CCN(c3ncnc4c(-c5ccccc5)nsc34)CC2)cc1
5,98,c1ccc(-n2nnc3ccccc32)nc1
6,97,Cc1ccc(C)c(N2CCN(C(=O)C3CCCN(S(=O)(=O)c4c(C)noc4C)C3)CC2)c1 (stereo unspecified)
.,164,Cc1ccc(NC(=O)c2ccc([N+](=O)[O-])cc2)c(Br)c1
4,.,O=C(Nc1cccc(Cl)c1)O/N=C\c1ccncc1
.,150,NC(=O)c1cc2cc(Br)ccc2oc1=Nc1ccc(Oc2ccccc2)cc1
9,86,c1ccc(-c2nc3cnccn3c2Nc2ccc3c(c2)OCCO3)cc1
-1,.,CC(C)COc1ccc(C(=O)Nc2cccc(C(F)(F)F)c2)cc1
-1,111,COc1ccccc1OCC(=O)O
3,88,CCc1nc(SCC(=O)Nc2ccc(C(=O)O)cc2)n[nH]1
6,95,Cc1occc1C(=O)NC(C)CCc1ccccc1 (stereo unspecified)
-5,.,Cc1ccc(S(=O)(=O)N2CCN(CCN3C(=O)c4cccc5cccc(c45)C3=O)CC2)cc1[N+](=O)[O-]
0,.,Clc1ccccc1CSc1ncnc2nc[nH]c12
8,.,C=CCn1c(SC)nc(O)c(Cc2ccccc2)c1=O
11,93,CCOc1cc(C2/C(=C(/O)c3ccc(OC(C)C)cc3)C(=O)C(=O)N2CCCOC)ccc1O (stereo unspecified)
.,268,CC1=C(C(=O)OCCc2ccccc2)C(c2ccc(C)s2)C2=C(CCCC2=O)N1 (stereo unspecified)
6,111,Cc1cc(NC(=O)CC(CN(C)S(=O)(=O)c2ccccc2)c2ccccc2)no1 (stereo unspecified)
3,86,O=C(OCC#CCSc1nnc(-c2ccncc2)o1)c1cccs1
.,170,CC1CN(S(=O)(=O)c2ccc(C(=O)Nc3nc4c(cc5c6c(cccc64)CC5)s3)cc2)CC(C)O1 (stereo unspecified)
5,90,CCCC(=O)Nc1ccccc1NC(=O)CCC
-16,92,CCc1ccc2nc(NC3=NCN(CCCN4CCOCC4)CN3)nc(C)c2c1
.,96,Cc1nc2sc(C(c3ccccc3)N3CCN(C(=O)c4ccco4)CC3)c(O)n2n1 (stereo unspecified)
5,.,CCOc1ccc(-n2c(C)c(C(C)=O)c(C(C)=O)c2C)cc1
0,.,O=C(CSc1nc2ccccc2[nH]1)c1ccc(-c2ccccc2)cc1
16,.,O=C(COc1ccccc1[N+](=O)[O-])N/N=C/c1cccc(OC(=O)c2ccc3c(c2)OCO3)c1
-5,.,COc1ccc(CCNC(=O)c2ccc(C)c([N+](=O)[O-])c2)cc1
2,.,O=C(Nc1ccc(SC(F)F)cc1)/C(=C/c1ccc(Cl)cc1)NC(=O)c1ccccc1
-1,105,CC(=O)Nc1cccc(NC(=O)C2CC3CCC2C3)c1 (stereo unspecified)
-10,72,O=C(NCCN1CCOCC1)c1c(F)c(F)c(F)c(F)c1F
7,.,Cc1cccc(C)c1NC(=O)c1ccc([N+](=O)[O-])cc1
-2,101,CCN(CC)CCN1C(=O)c2oc3ccccc3c(=O)c2C1c1ccccc1 (stereo unspecified)
3,.,COc1ccc(OCC(=O)Oc2ccc3c(c2)C(C)=CC(C)(C)N3)cc1
4,58,O=C1C2C3C=CC(CC3)C2C(=O)N1c1ccc(F)cc1 (stereo unspecified)
-12,.,CCC(=O)N(CCc1ccc(OC)cc1)C1CC(=O)N(c2ccc(Br)cc2)C1=O (stereo unspecified)
8,.,CN(c1ccccc1)c1ccc(/C=C2\C(=O)ON=C2c2cccc([N+](=O)[O-])c2)cc1
-11,149,Cc1nc(NC(=O)C2CC3CCCC(C2)C3=O)sc1C (stereo unspecified)
5,101,COc1ccc(NC2=C(C)C(=O)CC2)cc1
.,133,O=C(NCCN1CCN(Cc2ccccc2Cl)CC1)C(=O)Nc1ccc(Br)cc1
-12,.,O=C(Nc1ccccc1C(=O)NCCCO)c1ccccc1
2,.,CCC(C(=O)N1CCc2ccccc21)c1ccccc1 (stereo unspecified)
6,.,CCCCOC(=O)c1ccc(OC(=O)CCN2C(=O)c3ccccc3C2=O)cc1
5,.,Cc1cccn2c(=O)c(/C=C3\SC(=S)N(C(C)c4ccccc4)C3=O)c(NCCc3ccccc3)nc12 (stereo unspecified)
-4,.,O=C1C=C(NNC(=O)Cc2ccccc2)CCC1
4,97,O=C(CCCn1c(=S)[nH]c2cc3c(cc2c1=O)OCO3)NC1CC1
13,54,Cc1ccc(-c2nn3c(C)nnc3s2)cc1N
6,94,OC(Cc1nc2ccccc2[nH]1)c1ccccc1Cl (stereo unspecified)
-9,.,CCc1nnc(NC(=O)C2CC3CCC2C3)s1 (stereo unspecified)
4,108,O=C(O)CCCCCN1C(=O)CCC1=O
-3,95,O=C(NC1=NCCS1)c1cc2ccccc2o1

The results go on:
HePTP inhibitor,BAP1 block,molecule
-9,.,Cc1ccc(S(=O)(=O)n2cccc2)cc1
12,64,COc1ccc(N=C2SC(C(=O)O)CC(=O)N2Cc2ccc(OC)c(OC)c2)cc1 (stereo unspecified)
4,.,O=C(Cn1cc(/C=C2\NC(=O)NC2=O)c2ccccc21)Nc1ccccc1
-3,.,Cc1ccc(C2C3=C(CC(C)(C)CC3=O)Nc3n[nH]c(C)c32)cc1 (stereo unspecified)
2,.,CC1=NN(c2ccc(S(N)(=O)=O)cc2)C(=O)/C1=C\c1ccc(-c2cc([N+](=O)[O-])ccc2C)o1
6,104,Cc1nonc1NC(=O)CSc1nnc(-c2ccoc2C)n1C
4,.,Cn1c(=O)c2c(nc(Sc3ncn[nH]3)n2C)n(C)c1=O
8,103,CCOc1ccc(N(CC(=O)Nc2ccccc2C)S(=O)(=O)c2c(C)noc2C)cc1
-8,84,O=C(COC(=O)c1ccc(S(=O)(=O)N2CCOCC2)cc1)Nc1nc(-c2ccccc2)cs1
-11,93,CC(=O)Nc1ccc(S(=O)(=O)NCCSCc2ccco2)cc1
1,.,Cc1cccc(C(=O)O/N=C(\N)c2ccncc2)c1
.,50,CC(C)(C)C1CCc2c(sc3c2C(=O)NC(c2cccc(Cl)c2)N3)C1 (stereo unspecified)

Compounds from the list above that contain an NH in an aromatic ring, in the order listed:
HePTP inhibitor,BAP1 block,molecule
-11,88,COc1ccccc1-n1c(CNC(=O)COc2ccccc2)n[nH]c1=S
-1,.,O=C(OCCCCN1C(=O)c2ccccc2C1=O)c1n[nH]c2ccccc12
4,78,CC(C)OCCCN1C(=O)c2[nH]nc(-c3ccccc3O)c2C1c1cccc(Cl)c1 (stereo unspecified)
4,159,CC[C@]1(O)CC2CN(CCc3c([nH]c4ccccc34)[C@@](C(=O)OC)(c3cc4c(cc3OC)N(C=O)[C@H]3[C@@](O)(C(=O)OC)[C@H](OC(C)=O)[C@]5(CC)C=CCN6CC[C@]43[C@@H]65)C2)C1 (stereo partly specified)
6,.,Cc1[nH]c(=O)c(C(=O)/C=C/c2cccs2)c2c1CCCC2
0,124,CCCCc1nc2n[nH]c(N)c2c2c1CCCC2
-1,.,Cc1cccc(-n2c(O)c(C=NCc3ccc(F)cc3)c(=O)[nH]c2=O)c1
-1,75,COc1ccc(OC)c(N=Cc2c(O)[nH]c3ccccc23)c1
3,88,CCc1nc(SCC(=O)Nc2ccc(C(=O)O)cc2)n[nH]1
0,.,Clc1ccccc1CSc1ncnc2nc[nH]c12
0,.,O=C(CSc1nc2ccccc2[nH]1)c1ccc(-c2ccccc2)cc1
4,97,O=C(CCCn1c(=S)[nH]c2cc3c(cc2c1=O)OCO3)NC1CC1
6,94,OC(Cc1nc2ccccc2[nH]1)c1ccccc1Cl (stereo unspecified)
-3,.,Cc1ccc(C2C3=C(CC(C)(C)CC3=O)Nc3n[nH]c(C)c32)cc1 (stereo unspecified)
4,.,Cn1c(=O)c2c(nc(Sc3ncn[nH]3)n2C)n(C)c1=O
